E coli Lon inh: E. coli protease La inhibition | purified E. coli Lon protease, fluorescence polarization | inhibition, % at 7.94 µM | 360,000 compounds, 0.42% hits | AID 602123; in the data active means inhibition above about 13%, passing the limit was not always enough;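 further: 0% = enzyme with probe and DMSO and 100% = no enzyme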
Target sequence (P0A9M0 whole entry, looked up): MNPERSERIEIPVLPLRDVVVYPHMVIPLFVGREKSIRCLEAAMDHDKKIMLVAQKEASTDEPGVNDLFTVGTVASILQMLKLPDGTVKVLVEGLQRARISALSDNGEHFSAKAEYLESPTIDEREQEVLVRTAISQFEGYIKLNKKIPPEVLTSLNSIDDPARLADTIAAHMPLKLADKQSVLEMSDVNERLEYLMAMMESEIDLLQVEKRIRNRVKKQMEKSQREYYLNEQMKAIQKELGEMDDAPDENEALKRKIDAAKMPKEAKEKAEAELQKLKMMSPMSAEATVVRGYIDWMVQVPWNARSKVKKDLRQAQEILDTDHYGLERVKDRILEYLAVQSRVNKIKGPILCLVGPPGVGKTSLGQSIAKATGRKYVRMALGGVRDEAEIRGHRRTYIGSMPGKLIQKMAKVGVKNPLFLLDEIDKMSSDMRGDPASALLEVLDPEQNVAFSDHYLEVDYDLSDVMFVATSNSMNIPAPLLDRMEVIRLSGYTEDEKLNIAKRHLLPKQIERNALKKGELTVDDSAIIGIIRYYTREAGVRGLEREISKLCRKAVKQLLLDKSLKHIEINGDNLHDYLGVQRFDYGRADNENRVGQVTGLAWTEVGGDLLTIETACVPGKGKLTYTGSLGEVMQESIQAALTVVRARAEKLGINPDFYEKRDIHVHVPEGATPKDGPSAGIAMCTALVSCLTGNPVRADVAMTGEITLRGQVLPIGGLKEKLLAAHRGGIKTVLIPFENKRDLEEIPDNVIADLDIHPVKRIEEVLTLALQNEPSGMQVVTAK
FAS TE block: FAS thioesterase (human) inhibition. inhibition, % at 15 µM. recombinant FAS-TE, OMFH fluorogenic substrate, fluorescence endpoint. P49327. 360,000 compounds, 0.67% hits;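 active means compounds whose normalised, plate-corrected inhibition of enzyme fluorescence in the single-dose primary screen is 50% or more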;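 further: 0% = DMSO with enzyme and 100% = substrate without enzyme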
bovine MsrA act: bovine methionine sulfoxide reductase A activation. purified bovine MsrA, absorbance read-out. activation, % at 10.6 µM. 360,000 compounds, 0.3% hits; in the data active means activation above about 7.5%;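 further: 0% = vehicle and 100% = reference activator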
MsrA inhibitor: inhibitors of bovine MsrA | purified bovine MsrA, absorbance read-out | inhibition, % at 15.5 µM | 360,000 compounds, 0.75% hits | AID 651718; in the data active means inhibition above about 4.5%;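 further: 0% = vehicle wells with enzyme and 100% = reference inhibitor wells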
MT1-MMP act inh: blocks activation of human MT1-MMP. HT1080 RFP-PRO-GFP cells, GFP/RFP ratio fluorescence, overnight; percent of plate control window, DMSO zero. GFP/RFP ratio change, % at 20 µM. 360,000 compounds, 0.061% hits;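 active means GFP/RFP ratio change of at least 30% with cell ATP level not reduced by more than half and red fluorescence within 50% of control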; further: strong numbers were not always called active
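Read-out: GFP/RFP fluorescence ratio; Test system: RFP-PRO-GFP reporter HT1080 cells; Compound dosing: single-point 20 µM compound, 1% DMSO; Times: overnight compound exposure at 37 °C.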
Neddyl block: inhibitors of human cullin neddylation | P61081+Q13564 | TR-FRET cullin neddylation, biochemical | calls only at 25 µM | 360,000 compounds, 0.58% hits; in the data active means inhibition above about 36%
Rin1 Abl inh: blocks binding of human Rin1 to Abl. 360,000 compounds, 0.4% hits. inhibition, % at 7.35 µM. TR-FRET Rin1/Abl binding, biochemical. P00519+Q13671; in the data active means inhibition above about 5%, passing the limit was not always enough
SKN-1 inh: C. elegans SKN-1 inhibition | C. elegans VP596 Pgst-4::GFP/RFP ratio, acrylamide-induced, 24 h | inhibition, % at 21.8 µM | 360,000 compounds, 0.49% hits | AID 624304;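 active means interference check ratio from 0.5 to 1.5 plus GFP to RFP signal ratio inhibition reaching or exceeding a fixed threshold, cut at about 30% in these data, passing the limit was not always enough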; further: some compounds called inactive have numbers as strong as hits
CendR NRP1 mod: NRP-1/CendR interaction modulation. O14786. FAM-RPARPAR peptide binding to NRP-1, fluorescence polarization. inhibition, % at 25 µM. 360,000 compounds, 0.85% hits. AID 602438;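 active means inhibition or corrected inhibition above about 18%, plus a signal ratio from 0.5 to 1.5, limit read from the data, passing the limit was not always enough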; further: strong numbers were not always called active
* hit, by the source's call; i = inactive; x = not tested or not shown; + = active, no number.

Letter code – A = E coli Lon inh; B = FAS TE block; C = bovine MsrA act; D = MsrA inhibitor; E = MT1-MMP act inh; F = Neddyl block; G = Rin1 Abl inh; H = SKN-1 inh; I = CendR NRP1 mod
[1] CC1CCC(NS(=O)(=O)c2ccc(Cl)nc2)CC1 (configuration not stated)
  A: 4; B: -1; C: -9; D: -0.3; E: 2; F: i; G: -2; H: 2; I: 0

[2] COC(=O)c1cc(C(=O)c2cccc(Cl)c2Cl)cn1C
  A: -5; B: 13; C: -4; D: 1.6; E: 6; F: i; G: 4; H: -9; I: -7

[3] CC(=O)Nc1ccc(Oc2ncccn2)c(Cl)c1
  A: 3; B: -2; C: 1; D: 0.9; E: -1; F: i; G: -4; H: 1; I: 1

[4] COc1ccc(N2C(=O)C(Cl)=C(Nc3ccc(OC)cc3OC)C2=O)cc1
  A: 10; B: -2; C: -8; D: -0.2; E: 4; F: i; G: 0; H: -8; I: -4

[5] COc1ccc(OCC(=O)NC2CCSc3ccccc32)cc1 (configuration not stated)
  A: -11; B: 2; C: 2; D: -1.6; E: -1; F: i; G: 1; H: -7; I: -1

[6] CC(=O)N(CC1CCCO1)c1nnc(-c2ccccn2)s1 (configuration not stated)
  A: -2; B: -6; C: -4; D: 3.1; E: 3; F: i; G: -3; H: 3; I: -5

[7] C=CCOc1c(CNc2ccc(C(=O)O)cc2)cccc1OCC
  A: -4; B: -5; C: -2; D: 2.8; E: -2; F: i; G: 2; H: 7; I: -15

[8] CCOC(=O)C1=C(c2ccccc2)NC(=O)NC1c1cc(OC)c(OC)c(OC)c1 (configuration not stated)
  A: 2; B: -4; C: -2; D: 0.6; E: -4; F: i; G: 0; H: 1; I: -14

[9] CCn1nccc1C(=O)Nc1nc2ccccc2n1CCN1CCCCC1
  A: -4; B: -4; C: -4; D: 3.1; E: -9; F: i; G: -1; H: -4; I: 8

[10] COc1cc(S(=O)(=O)n2nnc3ccccc32)c(OC)cc1Cl
  A: -1; B: -4; C: -1; D: -0.3; E: -3; F: i; G: 1; H: 0; I: 11

[11] COC(=O)[C@@]12C[C@@H](CC(=O)NCc3cccs3)C(=O)N(Cc3ccco3)C1=CCC(C)(C)C2
  A: x; B: x; C: x; D: 0.0; E: 2; F: i; G: x; H: 4; I: -3

[12] Cc1sc(NC(=O)CSc2nc(O)cc(=O)[nH]2)nc1-c1ccccc1
  A: -10; B: -8; C: -4; D: 1.0; E: -1; F: i; G: 2; H: 10; I: -13

[13] CCOC(=O)Nc1ccc2c(c1)N(C(=O)CNC)c1ccccc1CC2
  A: 1; B: -3; C: 0; D: -0.8; E: 0; F: i; G: 1; H: 9; I: -10

[14] O=C(NCc1ccco1)C1CCN(S(=O)(=O)N2CCC3(CC2)OCCO3)CC1
  A: -1; B: -12; C: -15; D: -0.3; E: 2; F: i; G: 1; H: 1; I: 14

[15] O=C(CNC(=O)c1ccc(Cl)cc1Cl)OC1CCCCC1=O (configuration not stated)
  A: 6; B: -6; C: -4; D: -0.1; E: -1; F: i; G: 3; H: -4; I: 7

[16] Cc1c(Cl)cnc(NC(=O)CSc2n[nH]c(N)n2)c1Cl
  A: -8; B: -5; C: -2; D: -1.2; E: 0; F: i; G: -1; H: -7; I: -7

[17] O=C(CSc1nc(-c2ccccc2)nc2ccccc12)Nc1cccc(C(=O)O)c1
  A: -1; B: -2; C: -3; D: 2.3; E: 1; F: i; G: -4; H: 4; I: -4

[18] Cc1ccccc1OCC(=O)Nc1ccc(S(=O)(=O)Nc2onc(C)c2C)cc1
  A: -6; B: -5; C: -14; D: 0.5; E: 6; F: i; G: 3; H: -19; I: 5

[19] CC1CCCN(C(C(=O)NC2CCCCC2)c2cc3c(cc2[N+](=O)[O-])OCO3)C1 (configuration not stated)
  A: 19; B: 15; C: -14; D: 0.3; E: -10; F: i; G: 0; H: 12; I: 7

[20] CCc1ccccc1NC(=O)N[C@H](C(=O)O)C(C)CC (some centres not stated)
  A: 2; B: -3; C: 1; D: 0.6; E: -1; F: i; G: -4; H: -3; I: 0

[21] Cc1cc(C)n2c(=S)[nH]nc2n1
  A: 4; B: -3; C: 1; D: 0.2; E: 6; F: i; G: -5; H: -2; I: -2

[22] COc1c(-c2ccc(O)c(O)c2)oc2cc(O)cc(O)c2c1=O
  A: 2; B: -4; C: -7; D: 1.4; E: 0; F: i; G: 0; H: 2; I: -40

[23] CC1(C)CC(=O)C(C(O)c2ccc([N+](=O)[O-])cc2)C(C)(C)N1 (configuration not stated)
  A: -4; B: -2; C: -3; D: 1.1; E: 3; F: i; G: 0; H: 2; I: -4

[24] CCN(CC)c1ccc(NC(=O)c2ccc3c(c2)c(C)c(C)n3C)cc1
  A: 2; B: 20; C: 0; D: 1.4; E: 4; F: i; G: 2; H: 5; I: -5

[25] COCCN1C(=O)N[C@@H](c2ccco2)C(C(C)=O)=C1C
  A: -5; B: -8; C: -4; D: 1.0; E: -1; F: i; G: 2; H: 6; I: 0

[26] N#Cc1nc(-c2ccccc2F)oc1NCCc1ccccn1
  A: -3; B: -8; C: -5; D: -0.7; E: 4; F: +; G: -3; H: -5; I: 0

[27] NC(=O)C1(N2CCCCC2)CCN(S(=O)(=O)c2cc(Cl)sc2Cl)CC1
  A: -1; B: 5; C: -6; D: -0.2; E: 1; F: i; G: -5; H: -25; I: 4

[28] O=C(CN1CCN(C(=O)c2ccccc2)CC1)NC(=O)NCCC1=CCCCC1
  A: -6; B: -3; C: -1; D: 0.0; E: 0; F: i; G: 4; H: 2; I: -3

[29] CCOC(=O)N1CCN(C(=O)CN2C(=O)COc3ccc(C(C)(C)C)cc32)CC1
  A: -4; B: -7; C: 0; D: -0.4; E: 1; F: i; G: 5; H: 5; I: 3

[30] CCn1ccnc1CN(C)C(=O)CCc1nnc(CCCc2ccccc2)o1
  A: -6; B: -12; C: -14; D: -0.2; E: 4; F: i; G: 0; H: -2; I: -3

[31] Cc1ccc(C(=O)C(C)Sc2nnc(N)s2)cc1 (configuration not stated)
  A: -5; B: -2; C: -5; D: 0.4; E: 0; F: i; G: 4; H: 10; I: -1

[32] CNc1c(NS(=O)(=O)c2ccc(OC)c(Cl)c2)c(=O)oc2ccccc12
  A: -5; B: -4; C: -3; D: 1.3; E: 0; F: i; G: 3; H: 4; I: 8

[33] COCCC(=O)N1CCCC(C(=O)c2ccccc2SC)C1 (configuration not stated)
  A: -3; B: -4; C: 0; D: 0.5; E: 3; F: i; G: -3; H: 0; I: 9

[34] O=C(O)c1ccccc1-c1ccccc1C(=O)NCc1ccccc1F
  A: 1; B: -4; C: -11; D: -0.7; E: 10; F: i; G: 3; H: 2; I: -8

[35] COc1cc(/C=N/NC(=O)Cc2ccccc2)cc([N+](=O)[O-])c1O
  A: -4; B: -2; C: -6; D: 4.2; E: 5; F: i; G: -2; H: -4; I: 7

[36] COc1ccc(CNC(=O)C(c2cccs2)N(C(=O)c2csnn2)C2CC2)cc1 (configuration not stated)
  A: -2; B: -8; C: -4; D: -0.5; E: -2; F: i; G: -2; H: 2; I: -3

[37] Cc1cc(C(=O)OCC(=O)Nc2c(F)cccc2F)c(C)n1-c1ccccc1
  A: 0; B: 17; C: -1; D: 0.3; E: -4; F: i; G: -2; H: 22; I: 6

[38] CCOC(=O)c1ccc(N=c2sc(C(=O)OC)cc(=O)n2Cc2ccco2)cc1
  A: -6; B: 3; C: -3; D: 0.3; E: -8; F: i; G: -4; H: -3; I: 4

[39] O=C(NCCc1ccccc1Cl)C1CCC(=O)N(Cc2ccc(Cl)cc2)C1 (configuration not stated)
  A: -22; B: 5; C: -1; D: -0.5; E: 1; F: i; G: -1; H: 5; I: 10

[40] CC(CC(=O)N1CCN(c2ccccc2)CC1)c1ccccc1 (configuration not stated)
  A: 18; B: -9; C: -10; D: -0.3; E: 1; F: i; G: 0; H: -1; I: 2

(listing goes on)
no.	smiles	E coli Lon inh	FAS TE block	bovine MsrA act	MsrA inhibitor	MT1-MMP act inh	Neddyl block	Rin1 Abl inh	SKN-1 inh	CendR NRP1 mod
41	Cn1cccc1C(=O)NC(=O)COC(=O)c1cc(S(=O)(=O)N2CCCCC2)ccc1Cl	-1	9	-10	2.3	0	i	6	-1	0
42	O=C(O)C/C(=C\c1cc(Cl)c2c(c1)OCO2)c1nc2ccccc2s1	1	0	-2	2.9	-8	i	1	17	-41
43	Cc1ccccc1C(=O)Nc1cccc(NC(=O)c2ccc(F)cc2)c1	-6	-1	-5	0.7	-2	i	2	-20	-6
44	COC(=O)c1ccc2c(c1)C(C)(C)C(/C=C/c1ccc(O)cc1)=[N+]2C	-45	-8	2	2.5	86	x	-4	86	-133
45	CC(C)(C)c1ccc(OCC(O)CNC(=O)c2ccccc2C(=O)O)cc1 (configuration not stated)	-1	-12	-11	0.9	21	i	-2	12	7
46	CC(=O)N1CN(C2CC(C)(C)NC(C)(C)C2)Cc2c1sc1c2CCCC1	-4	-14	1	0.0	7	i	-2	6	7
47	O=C(N/N=C/c1cccc(Oc2ccccc2)c1)c1cccc(Br)c1	-10	17	-2	0.7	-1	i	-3	5	-6
48	COc1ccc(CNC(=O)C2CCCN2S(=O)(=O)c2ccc(S(=O)(=O)N(C)C)cc2)cc1 (configuration not stated)	4	-2	2	-1.6	1	i	1	-5	-4
49	Nc1cc2c(cc1Br)-c1ccc(F)cc1C2=O	-11	-2	-2	1.4	5	i	-4	-2	-9
50	CC(C)CC(=O)Nc1ccc2c(c1)oc1ccccc12	1	1	-11	-0.1	5	i	0	26	-1
51	CC1=C(C(=O)N(C)C)CC(CC(=O)NC2CC2)C(=O)N1CCC1=CCCCC1 (configuration not stated)	-5	-11	-2	-1.7	9	i	-1	-5	1
52	CCOC1OC2C(CO)OC(n3cnc4c(N)ncnc43)C2O1 (configuration not stated)	4	-4	1	0.0	3	i	-2	-1	2
53	Cc1c(C)c(C)c(S(=O)(=O)n2[nH]c(=O)c(CCO)c2C)c(C)c1C	5	-2	-4	0.6	-3	i	-2	1	14
54	COC(=O)C/C=N/N=C1/NC(=O)/C(=C/C(=O)O)S1	0	-3	-4	2.3	-3	i	-2	-12	-20
55	CCNc1ccc(C(=O)OCC(=O)NC(C)c2ccccc2)cc1[N+](=O)[O-] (configuration not stated)	-4	6	-5	1.7	4	i	-8	-2	2

Molecules listed so far that have an aryl methoxy group:
no.	smiles	E coli Lon inh	FAS TE block	bovine MsrA act	MsrA inhibitor	MT1-MMP act inh	Neddyl block	Rin1 Abl inh	SKN-1 inh	CendR NRP1 mod
4	COc1ccc(N2C(=O)C(Cl)=C(Nc3ccc(OC)cc3OC)C2=O)cc1	10	-2	-8	-0.2	4	i	0	-8	-4
5	COc1ccc(OCC(=O)NC2CCSc3ccccc32)cc1 (configuration not stated)	-11	2	2	-1.6	-1	i	1	-7	-1
8	CCOC(=O)C1=C(c2ccccc2)NC(=O)NC1c1cc(OC)c(OC)c(OC)c1 (configuration not stated)	2	-4	-2	0.6	-4	i	0	1	-14
10	COc1cc(S(=O)(=O)n2nnc3ccccc32)c(OC)cc1Cl	-1	-4	-1	-0.3	-3	i	1	0	11
22	COc1c(-c2ccc(O)c(O)c2)oc2cc(O)cc(O)c2c1=O	2	-4	-7	1.4	0	i	0	2	-40
32	CNc1c(NS(=O)(=O)c2ccc(OC)c(Cl)c2)c(=O)oc2ccccc12	-5	-4	-3	1.3	0	i	3	4	8
35	COc1cc(/C=N/NC(=O)Cc2ccccc2)cc([N+](=O)[O-])c1O	-4	-2	-6	4.2	5	i	-2	-4	7
36	COc1ccc(CNC(=O)C(c2cccs2)N(C(=O)c2csnn2)C2CC2)cc1 (configuration not stated)	-2	-8	-4	-0.5	-2	i	-2	2	-3
48	COc1ccc(CNC(=O)C2CCCN2S(=O)(=O)c2ccc(S(=O)(=O)N(C)C)cc2)cc1 (configuration not stated)	4	-2	2	-1.6	1	i	1	-5	-4
